PREPL inh = PREPL enzyme inhibitors, primary screen, biochemical, fluorescence polarization. Prolyl endopeptidase-like (Homo sapiens), Q4J6C6. recombinant PREPL, fluorescence polarization activity-based probe. inhibition, % at 5.96 µM. hit rate 0.68% among 320,000. AID 2751, 2010; in the data active means inhibition above about 43%;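 further: 0% = enzyme with DMSO and 100% = wells lacking enzyme; many of its hits are not listed in these tables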
PP1 counter = PP1-alpha phosphatase inhibitors, primary screen, counter-screen for PP5 inhibitor project, biochemical, fluorescence, OMFP substrate, single point. Serine/threonine-protein phosphatase PP1-alpha catalytic subunit (Homo sapiens), P62136. purified PP1alpha. inhibition, % at 6.7 µM. hit rate 0.9% among 320,000. AID 2235, 2010;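 active means inhibition above the mean inhibition of all tested compounds plus 3 SD, computed separately for each screening campaign, cut at about 15% in these data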
Target sequence (P62136 whole entry, looked up): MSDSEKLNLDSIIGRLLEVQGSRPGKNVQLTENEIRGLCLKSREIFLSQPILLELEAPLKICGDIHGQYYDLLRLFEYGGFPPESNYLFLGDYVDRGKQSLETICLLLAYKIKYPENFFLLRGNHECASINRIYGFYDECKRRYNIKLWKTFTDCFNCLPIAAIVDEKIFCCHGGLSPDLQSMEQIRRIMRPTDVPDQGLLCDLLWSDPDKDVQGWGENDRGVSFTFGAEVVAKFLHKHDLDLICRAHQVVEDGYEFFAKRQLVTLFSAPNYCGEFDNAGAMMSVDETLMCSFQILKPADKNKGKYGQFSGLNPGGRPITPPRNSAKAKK
HCV core dimer = inhibitors of HCV core protein dimerization, primary screen, biochemical, TR-FRET, high-throughput; TR-FRET GST/Flag-core106 dimerization, 1536-well; inhibition, % at 5 µM; hit rate 0.33% among 300,000; AID 1899, 2009;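 active means inhibition above the mean of all tested compounds plus 3 SD, set per screening campaign, cut at about 45% in these data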
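test system = GST/Flag-tagged HCV core106 proteins | probe or stimulus = Eu donor and XL665 acceptor anti-tag antibodies | times = compound-protein-antibody incubation 4 h at 22.5 °C | signal = TR-FRET, excitation 340 nm, emission 617 and 671 nm | measure = percent inhibition of core106 dimerization signal | controls = wells lacking GST-core106 and wells with excess unlabelled core106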
ZTA counter = counter-screen for EBNA-1 inhibitors: inhibitors of Epstein-Barr virus ZTA; P03206; inhibition, % at 11 µM; ZTA-DNA binding, fluorescence polarization; hit rate 0.15% among 320,000; in the data active means inhibition above about 33%
EBNA-1 inhibitor = EBNA-1 DNA-binding inhibitors, primary screen, biochemical, fluorescence polarization | inhibition, % at 14.8 µM | hit rate 0.34% among 300,000 | AID 1950, 2009; in the data active means inhibition above about 28%
CTSL1 counter = Fasciola hepatica cathepsin L1 inhibitors, primary screen, counter-screen for PFM18AAP inhibitor project, biochemical, QFRET, fluorogenic peptide substrate | recombinant F. hepatica cathepsin L1, Z-Leu-Arg-MCA fluorescence | hit rate 0.49% among 300,000 | AID 1906, 2009 | inhibition, % at 5.96 µM;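 active means inhibition above the mean of all tested compounds plus 3 SD, set per screening campaign, cut at about 17% in these data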;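 further: 0% = plate median of test compound wells and 100% = 1 µM Z-Phe-Ala-diazomethylketone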
Efflux pump mplx = inhibitors of Candida efflux pumps in yeast, primary screen, S. cerevisiae, Nile Red, multiplex; S. cerevisiae Candida pump triplex; inhibition, % at 10 µM; hit rate 0.44% among 330,000;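 active means plate passing quality check with inhibition over a set limit, or well fluorescence over plate mean plus 4 SD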;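 further: Nile Red retained in pooled yeast measured as flow cytometry median fluorescence; 0% = buffer negative control and 100% = Enniatin B positive control; higher means more Nile Red kept so more efflux inhibition; some compounds called inactive have numbers as strong as hits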
PP5 primary = PP5 phosphatase inhibitors, primary screen, biochemical, fluorescence; Serine/threonine-protein phosphatase 5 (Homo sapiens), P53041; purified PP5c, OMFP substrate fluorescence; inhibition, % at 6.7 µM; hit rate 0.18% among 320,000;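 active means inhibition above the campaign's mean inhibition across all tested compounds plus 3 SD, cut at about 9.5% in these data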;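 further: 0% = DMSO only and 100% = 100 µM cantharidin control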
Target sequence (P53041 whole entry, looked up): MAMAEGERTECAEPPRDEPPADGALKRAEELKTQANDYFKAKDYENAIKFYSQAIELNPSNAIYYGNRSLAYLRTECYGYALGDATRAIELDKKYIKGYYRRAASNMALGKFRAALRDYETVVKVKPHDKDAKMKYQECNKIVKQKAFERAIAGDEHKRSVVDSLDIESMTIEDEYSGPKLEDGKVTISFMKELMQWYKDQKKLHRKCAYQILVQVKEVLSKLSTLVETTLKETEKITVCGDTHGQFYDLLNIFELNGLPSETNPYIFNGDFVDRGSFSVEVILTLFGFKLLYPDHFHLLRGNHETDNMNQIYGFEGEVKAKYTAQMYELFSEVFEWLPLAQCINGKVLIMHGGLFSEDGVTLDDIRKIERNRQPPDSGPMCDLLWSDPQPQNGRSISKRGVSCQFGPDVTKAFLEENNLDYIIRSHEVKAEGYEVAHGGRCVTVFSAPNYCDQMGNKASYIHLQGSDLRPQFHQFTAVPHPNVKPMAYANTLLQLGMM
TPT1 inhibitor = Candida albicans TPT1 enzyme inhibitors, primary screen, biochemical, fluorescence polarization; tRNA 2'-phosphotransferase TPT1 (Candida albicans SC5314); recombinant caTPT1, FP RNA substrate dephosphorylation; inhibition, % at 5 µM; hit rate 0.81% among 300,000; AID 1962, 2009;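 active means inhibition above the mean of all tested compounds plus 3 SD, set per screening campaign, cut at about 24% in these data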;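 further: plate controls were DMSO alone for no effect and ferristatin control at 100 nM for full effect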
Active calls of the source: *; / = no result given. Not all compounds are listed; count on the stated rates, not on these rows.

Start of the data: the first 2 entries, to show the layout:
Keys – A = PREPL inh; B = PP1 counter; C = HCV core dimer; D = ZTA counter; E = EBNA-1 inhibitor; F = CTSL1 counter; G = Efflux pump mplx; H = PP5 primary; I = TPT1 inhibitor
1	COc1ccc(CC(C(=O)Nc2cc(C)ccc2C)/C(N)=N/O)cc1 (centres undefined)
  A: -2; B: -1; C: 0; D: -4; E: -17; F: -7; G: 0.5; H: 3.1; I: -3

2	CCN(C(=O)CN(C)Cc1c(F)cccc1Cl)c1c(N)n(Cc2ccccc2)c(=O)[nH]c1=O
  A: -2; B: -2; C: 1; D: -7; E: -1; F: -3; G: 0.0; H: 1.2; I: -2

The listing, previewed entries included:
Keys – A = PREPL inh; B = PP1 counter; C = HCV core dimer; D = ZTA counter; E = EBNA-1 inhibitor; F = CTSL1 counter; G = Efflux pump mplx; H = PP5 primary; I = TPT1 inhibitor
1	COc1ccc(CC(C(=O)Nc2cc(C)ccc2C)/C(N)=N/O)cc1 (centres undefined)
  A: -2; B: -1; C: 0; D: -4; E: -17; F: -7; G: 0.5; H: 3.1; I: -3

2	CCN(C(=O)CN(C)Cc1c(F)cccc1Cl)c1c(N)n(Cc2ccccc2)c(=O)[nH]c1=O
  A: -2; B: -2; C: 1; D: -7; E: -1; F: -3; G: 0.0; H: 1.2; I: -2

3	C/C(=C/CCC(C)[C@H]1CC[C@@]2(C)C3=C(CC[C@]12C)[C@@]1(C)CCC(=O)C(C)(C)[C@@H]1CC3)C(=O)O (some centres undefined)
  A: -2; B: -2; C: 18; D: 4; E: 10; F: 3; G: 0.1; H: 0.1; I: 0

4	COc1cccc(NC(=O)C2CCCCC2)c1
  A: 15; B: -6; C: 4; D: 0; E: -10; F: -4; G: 0.2; H: 2.3; I: 2

5	COCCN(C(=O)COC(=O)C1CC1C)c1c(N)n(Cc2ccccc2)c(=O)[nH]c1=O (centres undefined)
  A: -7; B: -2; C: -4; D: 2; E: -1; F: -4; G: 0.1; H: -3.0; I: 2

6	COc1ccc(CN(C)Cc2cc(=O)oc3cc(C)c(C(C)C)cc23)cc1OC
  A: 8; B: 3; C: 6; D: 6; E: -8; F: 3; G: 0.1; H: 3.2; I: 0

7	CC(NC(=S)Nc1ccc(OC(F)F)cc1OC(F)F)C(C)(C)C (centres undefined)
  A: 8; B: 0; C: 5; D: 14; E: 2; F: 3; G: 0.6; H: 1.7; I: 0

8	O=C(N/N=C\c1ccc(Cl)s1)c1ccc(Cn2cccn2)o1
  A: 8; B: 0; C: -11; D: -19; E: -7; F: 10; G: -0.1; H: -3.6; I: -3

9	CCOC(=O)c1c(N2C(=O)Nc3ccccc3N2O)n[nH]c1-c1cccc(Cl)c1
  A: 1; B: 1; C: 9; D: 4; E: 0; F: 3; G: -0.2; H: 0.9; I: -2

10	COCC1CCN(Cc2nc(-c3ccc4c(c3)OCO4)no2)C1 (centres undefined)
  A: 2; B: -2; C: 1; D: 13; E: 1; F: 0; G: -0.1; H: 0.0; I: -2

11	O=C(CSCc1ccccn1)Nc1ccccc1
  A: -4; B: -1; C: -1; D: 8; E: 9; F: 2; G: 0.0; H: -0.1; I: -1

12	COc1ccc(CC(=O)NNS(=O)(=O)c2ccc(F)cc2)cc1
  A: 1; B: 1; C: 3; D: -3; E: 0; F: -1; G: 0.0; H: 1.3; I: -1

13	Cc1cccc(NC(=O)c2cccc(NS(=O)(=O)c3ccc(Cl)cc3)c2)c1
  A: -52; B: -1; C: 12; D: -5; E: -1; F: 0; G: 0.7; H: 5.0; I: -1

14	Cc1ccc(S(=O)(=O)N(C)C)cc1NC(=S)NNC(=O)C1CC1
  A: 4; B: 1; C: -4; D: -5; E: -6; F: -2; G: 0.8; H: 0.5; I: 1

15	CC(C)c1cc(Br)ccc1OCCCN1C(=O)NC(C)(C)C1=O
  A: -4; B: 1; C: -4; D: 5; E: 6; F: -4; G: 0.2; H: 0.4; I: 0

16	CCOC(=O)CN1C(=O)NC(C)(c2ccc(OC(F)F)cc2)C1=O (centres undefined)
  A: -2; B: 2; C: 1; D: 14; E: 8; F: -1; G: -0.1; H: -1.8; I: -3

17	CC(C)(C)CN1CCNC(=O)C1CC(=O)NCCN1CCCc2ccccc21 (centres undefined)
  A: 22; B: -1; C: 2; D: 6; E: -7; F: 4; G: -0.1; H: 1.1; I: -3

18	CC(C)(CNc1ccc(S(=O)(=O)C(F)(F)F)cc1[N+](=O)[O-])N1CCOCC1
  A: 6; B: 3; C: -3; D: -2; E: -7; F: 4; G: 0.1; H: 3.7; I: 2

19	COc1ccc(/C=N/c2oc(-c3ccccc3)cc2C#N)cc1
  A: 18; B: 1; C: -8; D: -13; E: 0; F: -2; G: 0.0; H: 2.0; I: -3

20	CCOC(=O)c1cc2occc2n1CC(=O)NC1CCCCC1C (centres undefined)
  A: 10; B: 8; C: 2; D: -12; E: 4; F: 12; G: -0.1; H: -0.8; I: -1

21	COc1ccc(-c2nnc(SCC(=O)Nc3ccccc3)n2C)cc1
  A: 10; B: -1; C: -2; D: 2; E: 3; F: -1; G: 0.0; H: 0.8; I: 4

22	COc1ccc(-c2cc(=O)oc3c(C)c(OCC(=O)N[C@@H](Cc4ccc(O)cc4)C(=O)O)ccc23)cc1
  A: 10; B: -5; C: 3; D: 14; E: 14; F: 2; G: -0.2; H: -0.2; I: -2

23	Cn1nnc(NC(=O)c2ccc([N+](=O)[O-])cc2Cl)n1
  A: 5; B: -4; C: 1; D: 7; E: -11; F: 0; G: 0.0; H: 2.1; I: -2

24	CCOC(=O)COc1nc(-c2ccccc2)cc(-c2ccco2)c1C#N
  A: -16; B: 2; C: 3; D: -2; E: -8; F: 2; G: 0.0; H: 0.1; I: 2

25	O=C(O)c1cc(S(=O)(=O)NCc2ccco2)c(Cl)cc1Cl
  A: 10; B: -2; C: -1; D: -7; E: 8; F: 0; G: 0.0; H: -4.7; I: -1

26	O=C(CNC(=S)N(Cc1ccccc1F)C1CCCCC1)NCCN1CCOCC1
  A: 22; B: 3; C: -3; D: -9; E: 2; F: 6; G: 0.2; H: -0.3; I: -2

27	Cc1ccc(C(=O)N2N=C(CC(C)C)CC2(O)C(F)(F)F)o1 (centres undefined)
  A: 17; B: -2; C: -2; D: -12; E: -6; F: 0; G: -0.2; H: 2.2; I: 1

28	CC1CC(C)(C)CC2(C1)NC(=O)N(CC(=O)Nc1ccc(N3CCCCC3)cc1)C2=O (centres undefined)
  A: 8; B: 2; C: 5; D: -12; E: 1; F: 2; G: 0.0; H: -0.2; I: 1

29	O=C(N/N=C/c1[nH]c2ccccc2c1Cl)c1cccc(Br)c1
  A: 13; B: -3; C: 6; D: 11; E: 15; F: -1; G: -0.1; H: -0.9; I: -5

30	CC(C)n1cnnc1SCC(=O)NCC(=O)Nc1ccc(F)cc1
  A: -1; B: -2; C: /; D: 11; E: /; F: /; G: 0.1; H: 0.4; I: /

Entries by screen from the list:
Nos. 7–16 in PREPL inh, in turn: 8, 8, 1, 2, -4, 1, -52, 4, -4, -2

(continued)
Keys – A = PREPL inh; B = PP1 counter; C = HCV core dimer; D = ZTA counter; E = EBNA-1 inhibitor; F = CTSL1 counter; G = Efflux pump mplx; H = PP5 primary; I = TPT1 inhibitor
31	Cc1cc(NS(=O)(=O)c2cccs2)no1
  A: 2; B: 1; C: -1; D: -9; E: 3; F: 2; G: -0.2; H: 0.7; I: -1

32	COc1ccc(/C=N\NC(=O)COc2ccccc2)c(C(=O)O)c1OC
  A: -4; B: -5; C: -8; D: -16; E: -8; F: -4; G: 0.0; H: 2.7; I: -3

33	CC(C)CCNC(=S)NC1CCCC1
  A: -3; B: -3; C: 1; D: -3; E: -11; F: -5; G: 0.0; H: 3.1; I: -2

34	COC(=O)CSc1nnc(CNc2ccc(F)cc2)o1
  A: 16; B: 0; C: 0; D: 8; E: -8; F: -1; G: 0.0; H: 1.5; I: -8

35	COC(=O)C(CC(C)C)NC(=O)c1cc(OC)c(OC)c(OC)c1 (centres undefined)
  A: 11; B: 1; C: -4; D: -4; E: 4; F: 5; G: -0.2; H: 0.0; I: 1

36	CSc1ccc(S(=O)(=O)N2CCC(C(=O)N3CCc4ccccc4C3)CC2)cc1
  A: -12; B: 6; C: -5; D: -6; E: -12; F: 19*; G: 0.0; H: 2.3; I: 1

37	COc1ccc(CN2C3CCCC2CC(NC(=O)Nc2ccccc2)C3)cc1 (centres undefined)
  A: -17; B: 0; C: -5; D: -3; E: -2; F: 1; G: -0.3; H: 0.5; I: 0

38	Cc1ccc(NC(=O)c2cccc(OCc3c(C)noc3C)c2)c(C)c1
  A: 24; B: 1; C: -6; D: -15; E: -2; F: -2; G: -0.1; H: 0.8; I: 0

39	O=C(CNS(=O)(=O)c1ccc(C(=O)N2CCCCC2)cc1)N1CCCCC1
  A: 5; B: -2; C: 2; D: 7; E: 7; F: 0; G: -0.1; H: -1.7; I: 1

40	COc1ccc(CCNC(=O)C2CCCN2S(=O)(=O)c2cccc3nsnc23)cc1OC (centres undefined)
  A: 4; B: -4; C: 3; D: 7; E: 6; F: 5; G: -0.2; H: -0.5; I: 0

41	COc1ccccc1C1C(C(C)=O)=C(C)N=c2s/c(=C\c3cc(OC)c(OC)c(OC)c3)c(=O)n21 (centres undefined)
  A: -4; B: -2; C: 0; D: -14; E: 6; F: 0; G: -0.1; H: 1.2; I: 7

42	Cc1cccc(NC(=O)C2C3CCC4C(CCC32)C4(Cl)Cl)c1 (centres undefined)
  A: -4; B: 3; C: 8; D: -7; E: 2; F: -1; G: 0.0; H: 4.3; I: -1

43	CC(=O)c1c(C)cc(C)c(CSc2nnc(-c3ccco3)o2)c1C
  A: 1; B: 6; C: 0; D: 7; E: 3; F: 4; G: 0.0; H: 2.3; I: -1

44	O=C1c2cccc3c(N4CCCCC4)ccc(c23)C(=O)N1c1ccccn1
  A: 6; B: -1; C: 8; D: -3; E: -2; F: 4; G: 0.2; H: 1.0; I: -20

45	CN(C)CCCN(C(=O)c1ccc([N+](=O)[O-])o1)c1nc2cc3c(cc2s1)OCO3
  A: 24; B: -1; C: -4; D: -32; E: -7; F: -1; G: 0.0; H: 3.1; I: 0

46	COC(=O)C1=C(N)N(c2ccccc2F)C2=C(C(=O)CC(C)(C)C2)C1c1ccc(OC)c(OC)c1 (centres undefined)
  A: 14; B: -1; C: 2; D: -16; E: 10; F: 3; G: 0.0; H: 0.2; I: -2

47	CCOC(=O)c1cnc(COc2ccc(OC)cc2)[nH]c1=O
  A: -9; B: -8; C: 0; D: 2; E: -1; F: -2; G: 0.1; H: 0.0; I: 0

48	CCCC(O)(CCN1CCCCC1)c1ccc(OCC)cc1 (centres undefined)
  A: -5; B: -2; C: -5; D: -1; E: 0; F: -2; G: 0.2; H: 1.2; I: 0
